# ARNT-TACC3 inh: ARNT/TACC3 interaction disruption; Q9Y6A5; AlphaScreen His-ARNT PAS-B/GST-TACC3 binding, luminescence; TACC3 fragment carries E629A point mutation; inhibition, % at 9.99 µM; actives 0.66% (n = 390,000); AID 623870;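 active = mean inhibition of replicates at least 50% and at least half of replicates each reaching 50%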;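 also: 0% = complete ARNT plus TACC3 wells and 100% = ARNT alone without TACC3; many hits fall short of the cut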
# RAD52 inh: blocks human RAD52 DNA annealing. inhibition, % at 18.7 µM. AID 651710. actives 0.46% (n = 360,000). P43351. recombinant RAD52 DNA annealing, FRET fluorescence;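 active = every replicate showing at least 50% inhibition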
# XiGFP reactiv: activators of X-chromosome reactivation in mouse fibroblasts; XiGFP mouse fibroblasts, % GFP-positive cells imaging, 3 d; cells co-treated with 5-aza-dC sensitizer; scaled so ellipticine positive control = 100%; activation, % at 7.58 µM; actives 0.055% (n = 360,000);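 active = mean normalized replicate activation at least 10% and every replicate at or above 10%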;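 also: 0% = median of on-plate neutral control wells and 100% = ellipticine 6 µM median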
#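 Material: SV40-immortalized XiGFP fibroblast cells, line 68-5-11 | Buffer or medium: DMEM containing 5-aza-dC | Dosing: One concentration, pinned | Times: 3 d treatment, 15 min room-temperature fixation | Controls: Ellipticine 6 µM positive control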
# ERAP1 HTS inh: inhibitors of human ERAP1 aminopeptidase | Q9NZ08 | recombinant ERAP1, Leu-AMC fluorescence, 60 min | inhibition, % at 10.7 µM | actives 0.15% (n = 340,000) | AID 652197;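 active = mean replicate inhibition of at least 30%, or all replicates individually reaching that 30% level; inactive = mean below 30% and not every replicate reaching it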;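 also: 0% = neutral control wells and 100% = L-leucinethiol positive control wells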
# Target sequence (Q9NZ08 whole entry, looked up): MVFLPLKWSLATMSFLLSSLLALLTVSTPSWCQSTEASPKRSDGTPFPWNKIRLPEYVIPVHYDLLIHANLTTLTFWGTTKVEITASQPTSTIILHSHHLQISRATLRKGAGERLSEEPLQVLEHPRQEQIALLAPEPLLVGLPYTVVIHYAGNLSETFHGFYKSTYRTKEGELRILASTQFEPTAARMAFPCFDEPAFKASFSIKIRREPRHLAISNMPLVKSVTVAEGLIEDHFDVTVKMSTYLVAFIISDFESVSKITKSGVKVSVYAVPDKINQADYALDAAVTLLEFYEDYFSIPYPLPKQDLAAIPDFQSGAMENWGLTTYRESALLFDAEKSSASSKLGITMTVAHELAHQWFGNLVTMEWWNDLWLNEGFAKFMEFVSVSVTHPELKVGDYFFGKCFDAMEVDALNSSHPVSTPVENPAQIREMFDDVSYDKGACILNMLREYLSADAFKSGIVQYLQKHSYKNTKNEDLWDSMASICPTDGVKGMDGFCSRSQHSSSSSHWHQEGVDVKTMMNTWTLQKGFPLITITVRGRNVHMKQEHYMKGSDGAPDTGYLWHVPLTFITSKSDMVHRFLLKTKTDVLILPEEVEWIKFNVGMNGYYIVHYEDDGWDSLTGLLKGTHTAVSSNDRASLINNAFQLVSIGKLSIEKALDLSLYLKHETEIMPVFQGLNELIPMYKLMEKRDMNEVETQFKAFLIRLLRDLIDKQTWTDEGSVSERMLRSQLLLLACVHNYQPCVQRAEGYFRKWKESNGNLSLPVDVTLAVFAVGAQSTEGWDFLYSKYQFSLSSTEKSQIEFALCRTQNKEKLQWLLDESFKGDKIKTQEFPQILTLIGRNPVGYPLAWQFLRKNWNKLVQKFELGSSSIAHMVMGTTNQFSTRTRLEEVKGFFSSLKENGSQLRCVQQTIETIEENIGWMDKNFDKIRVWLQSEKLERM
# INS-1E GSIS act: primary screen for activators of insulin secretion dependent on glucose, INS-1E cells, GLuc reporter luminescence | INS-1E GLuc reporter insulin secretion, 2-3 h | activation, % at 16.6 µM | actives 0.61% (n = 370,000) | AID 743287;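 active = lowest replicate activation of at least 40%, so every replicate reaches that level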;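 also: 0% = median of neutral control wells and 100% = median of IBMX positive control wells; some compounds called inactive have numbers as strong as hits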
# CFTR F508del cor: CFTR F508del correction in bronchial cells; CFBE cells, YFP halide quenching; stimulated with forskolin plus potentiator P3; % fluorescence drop versus neutral controls; activity (quench increase), % at 7.58 µM; actives 0.36% (n = 350,000); AID 720511;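 active = mean added fluorescence quench of at least 8% versus neutral control, with both replicates also reaching 8%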;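 also: cells transiently co-express mutant CFTR-F508del with the halide-sensitive YFP; corrector assay measuring rescue of mutant channel to the surface after 24 h compound exposure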
# RAD54 branch: RAD54 (human) branch migration inhibition; inhibition, % at 10.4 µM; actives 0.14% (n = 360,000); AID 602329; Q92698; RAD54 Holliday junction branch migration, FAM/BHQ fluorescence;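 active = mean normalized replicate activity at least 40 and at least half of replicates scoring 40 or more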;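 also: 0% = median of neutral control wells and 100% = median of positive control wells; inhibitors cause a drop in the FAM fluorescence signal; in these data hits start at about 50%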
# esBAF inh: SWI/SNF esBAF complex inhibition; mouse ES cells, Bmi1-luciferase knock-in reporter, 24 h; 100% = twice the neutral-well signal; reporter increase, % at 12.5 µM; actives 2% (n = 350,000); in the data active = activation above about 40%;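 also: 0% = median of the plate's neutral control wells and 100% = double that signal; a rise in the Bmi1 reporter signal indicates esBAF inhibition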
# * = called active by the depositor; x = not tested or not shown.
SMILES,ARNT-TACC3 inh,RAD52 inh,XiGFP reactiv,ERAP1 HTS inh,INS-1E GSIS act,CFTR F508del cor,RAD54 branch,esBAF inh
CCc1ccc(C(=O)NNC(=O)c2n[nH]c(=O)c3ccccc23)cc1,-7,13,0.0,1,37,-3.3,0,-1
O=C(Nc1ccc(N2CCOCC2)nc1)c1ccccc1Cl,-3,-19,-0.1,x,1,1.0,-1,45*
C[C@@H]1CN([C@@H](C)CO)C(=O)c2cc(NC(=O)CCC(F)(F)F)ccc2O[C@H]1CN(C)C(=O)Nc1ccc2c(c1)OCO2,-3,9,0.2,1,22,-0.6,-3,3
C[C@@H]1CCCCO[C@@H](CN(C)Cc2ccccc2)[C@H](C)CN([C@H](C)CO)C(=O)c2cc(NC(=O)CCC(F)(F)F)ccc2O1,-2,6,0.3,0,-8,2.6,-1,-3
CCCS(=O)(=O)c1c(S(=O)(=O)CCC)c2cnccn2c1C(=O)c1ccc(OC)cc1,5,-16,-0.1,-3,-1,-0.4,2,x
Cc1[nH]c2ccccc2c1-c1nc2ccccc2[nH]c1=O,0,-39,0.2,1,9,-2.8,4,14
Cc1ccccc1NC(=O)CSc1nnc(C2CC2)n1CC1CCCO1 (stereo not given),-1,-12,0.0,0,18,1.0,-4,8
COCC(=O)N1[C@H](CO)[C@H]2c3ccccc3N(C(=O)c3ccccc3)C[C@H]21,4,-6,0.1,0,-6,-2.7,-1,-1
C[C@@H]1CN([C@@H](C)CO)C(=O)Cc2cc(NC(=O)CCN3CCOCC3)ccc2O[C@@H]1CN(C)Cc1ccccc1,-14,8,-1.2,-1,9,2.6,-6,8
C=CCOc1ccc(/C=C(\C#N)C(=O)Nc2ccccn2)cc1OC,6,1,0.2,0,2,-1.0,1,-2
CN(C)CC(=O)N[C@@H]1CC[C@@H](CCn2cc(C3CCCC3)nn2)O[C@H]1CO,1,-6,-0.1,1,5,2.6,6,-3
Cc1ccc2c(c1)NCC(C(=O)NC1CCC(C)CC1)O2 (stereo not given),-5,-12,0.0,-3,x,0.0,-5,17
COc1ccc(CNC(=O)C[C@@H]2C[C@@H]3c4cc(NC(=O)CC5CC5)ccc4O[C@@H]3[C@H](CO)O2)cc1,-3,x,0.2,x,-4,-2.7,-9,0
CC=Cc1ccc2n(c1=O)C[C@H]1[C@H](CO)[C@@H](C(=O)NC3Cc4ccccc4C3)N(CC3CCCC3)[C@@H]21 (mixture of isomers),x,-9,0.6,0,-11,2.8,x,x
COc1ccc(S(=O)(=O)NCCCN2CCCC2=O)c(OC)c1,-6,-8,0.0,-1,10,1.3,-8,x
Cc1ccc2oc(C(=O)N(C)Cc3cnccn3)c(C)c2c1,-4,-6,0.0,-2,9,-2.6,-6,14
CO[C@H]1CN(C)C(=O)c2ccc(NC(C)=O)cc2OC[C@@H](C)N(Cc2cccc(F)c2)C[C@H]1C,0,13,0.3,-6,8,-0.7,11,-23
COc1ccc(OCC(O)CN(C)C(=O)C(C)Oc2ccccc2)cc1 (stereo not given),-4,5,0.1,-4,-13,1.2,-6,-8
O=C(NCC(F)(F)F)[C@@H]1[C@@H](CO)[C@@H]2Cn3c(cccc3=O)[C@@H]2N1CCC(F)(F)F,x,-3,0.0,-1,6,0.2,x,x
Cc1noc(C)c1NC(=O)Nc1ccc2c(c1)C(=O)N([C@@H](C)CO)C[C@H](C)[C@@H](CN(C)S(=O)(=O)c1ccc(F)cc1)OCCCC[C@@H](C)O2,2,7,-0.5,1,-5,1.4,-9,-2
CC(C)CCOc1cccc(OCC(=O)O)c1,2,-13,0.0,-2,8,-3.0,x,x
C[C@H](CO)N1C[C@H](C)[C@H](CN(C)S(=O)(=O)c2ccc(F)cc2)Oc2cc(C#Cc3ccncc3)ccc2S1(=O)=O,-1,-104,0.7,2,15,3.3,10,4
COc1ccccc1/C=N/N1CCN(Cc2ccccc2Cl)CC1,9,-2,0.2,-3,x,-2.3,4,3
O=C(CNS(=O)(=O)c1cccc(Cl)c1)OCc1csc(-c2ccccc2)n1,25,x,-0.1,x,-34,x,x,16
CC(=O)OCC(=O)[C@@]1(O)CC[C@H]2[C@@H]3CCC4=CC(=O)CC[C@]4(C)[C@H]3C(=O)C[C@@]21C,-1,4,-0.1,-1,12,4.9,-3,-12
Fc1ccccc1N1CCN(C2CCCN(Cc3cccc(C(F)(F)F)c3)C2)CC1 (stereo not given),5,-19,0.2,-3,-3,-1.2,-6,-5
C[C@@H]1CN([C@H](C)CO)C(=O)Cc2cc(NC(=O)Nc3ccc4c(c3)OCO4)ccc2O[C@H]1CN(C)S(=O)(=O)c1cn(C)cn1,-2,x,0.0,x,21,-3.1,-4,4
CC(C)NC(=O)Nc1ccc2c(c1)CC(=O)N([C@H](C)CO)C[C@H](C)[C@@H](CN(C)S(=O)(=O)c1cccs1)O2,-13,-7,0.0,1,1,2.0,-3,-2
C/C=C/c1ccc([C@H]2[C@@H](C#N)N(C(=O)CN3CCOCC3)[C@@H]2CO)cc1,2,-20,0.1,-6,-3,0.5,2,-4
CCc1c(C)sc2nc3c(C(=O)N4CCOCC4)cc(C(=O)c4cc(F)ccc4O)cn3c(=O)c12,-4,-43,0.0,8,-27,x,7,-5
CCCC#Cc1ccc2c(c1)O[C@H](CN(C)C(=O)CC1CC1)[C@H](C)CN([C@H](C)CO)S2(=O)=O,5,9,-0.9,-2,-28,-1.1,-12,-3
Cc1ccc(C(=O)NC(=S)Nc2ccc3c(c2)OCCO3)c(C)c1,8,x,x,x,-13,x,-10,30
COC(=O)c1ccc(Cn2nc(-c3ccc(C)cc3)ccc2=O)cc1,7,-18,0.2,-6,10,3.8,-3,-2
CCOc1ccccc1NC(=O)Cn1nnc(C(=O)NCc2ccc3c(c2)OCO3)c1N,-2,-2,0.1,-5,11,4.2,-1,-25
COc1ccc(NC(=O)CCN(c2ccc(OC)cc2)S(=O)(=O)c2ccc(C)c(C)c2)cc1,0,-3,0.0,0,-16,2.7,3,-2
CCOc1cc(/C=N/NC(N)=O)cc(Br)c1OCc1ccccc1,-1,-8,0.0,-3,15,0.9,2,-16
CN(C)Cc1ccccc1Sc1cccc2ccccc12,13,5,0.2,7,6,1.4,x,x
CCC(=O)N1CCCCN2[C@@H](CO)[C@H](c3ccc(C#Cc4ccccc4F)cc3)[C@@H]2C1,-8,18,-0.1,7,-22,-1.1,6,1
C[C@H]1CN([C@@H](C)CO)C(=O)Cc2cc(NC(=O)Cc3ccccc3)ccc2O[C@@H]1CN(C)Cc1ccc(C(F)(F)F)cc1,9,-1,-0.1,3,-25,4.3,-5,-6
O=C(NN=C1CCCC1)C(=O)Nc1cccc(C(F)(F)F)c1,-1,x,x,x,15,x,-1,-11

# Records above shown as hits in esBAF inh:
SMILES,ARNT-TACC3 inh,RAD52 inh,ERAP1 HTS inh,INS-1E GSIS act,CFTR F508del cor,esBAF inh
O=C(Nc1ccc(N2CCOCC2)nc1)c1ccccc1Cl,-3,-19,x,1,1.0,45*

# Taken from above.
# Result for CCOc1ccccc1NC(=O)Cn1nnc(C(=O)NCc2ccc3c(c2)OCO3)c1N under esBAF inh: -25
# Result for CC(=O)OCC(=O)[C@@]1(O)CC[C@H]2[C@@H]3CCC4=CC(=O)CC[C@]4(C)[C@H]3C(=O)C[C@@]21C under RAD52 inh: 4
# Result for CC(C)NC(=O)Nc1ccc2c(c1)CC(=O)N([C@H](C)CO)C[C@H](C)[C@@H](CN(C)S(=O)(=O)c1cccs1)O2 under XiGFP reactiv: 0.0
# Result for O=C(NN=C1CCCC1)C(=O)Nc1cccc(C(F)(F)F)c1 under INS-1E GSIS act: 15

# (more compounds)
SMILES,ARNT-TACC3 inh,RAD52 inh,XiGFP reactiv,ERAP1 HTS inh,INS-1E GSIS act,CFTR F508del cor,RAD54 branch,esBAF inh
Cc1cccc(N(C(=O)c2snc(C(N)=O)c2N)C(C(=O)NC2CCCC2)c2ccncc2)c1 (stereo not given),-4,-3,0.0,3,6,-1.2,0,7
O=C(C[C@@H]1CC[C@@H]2[C@H](COC[C@@H](O)CN2C(=O)Nc2ccccc2)O1)NCCCN1CCOCC1,3,8,-0.1,1,12,-1.1,2,-3
Cc1ccc(C(=O)C2CCN(CC(=O)N3CCN(c4ccc(F)cc4)CC3)CC2)cc1,-10,-23,0.0,-1,-5,2.6,x,x
COc1cc([N+](=O)[O-])ccc1NC(=O)NCc1cccnc1,3,-8,-0.1,1,-4,-0.9,-4,x
CN(Cc1ccco1)C(=O)c1ccc(S(=O)(=O)N2CCCCCC2)cc1,5,-10,0.0,2,-17,-0.5,2,8
CO[C@H]1CN(C)C(=O)c2ccc(NC(=O)NC(C)C)cc2OC[C@H](C)N(C(=O)CC2CC2)C[C@H]1C,-3,-7,0.3,8,2,-1.5,-2,1
CCOc1ccccc1NC(=O)Nc1ccc2c(c1)OCO2,8,9,-0.1,-1,-2,1.5,-8,x
CC1CC1C(=O)Nc1cc(C(F)(F)F)ccc1N1CCOCC1 (stereo not given),2,-8,0.1,1,48*,-1.6,11,x
Cc1nn(C)cc1NC(=O)C[C@@H]1CC[C@@H]2[C@H](COc3ccc(NC(=O)C4CCOCC4)cc3C(=O)N2C)O1,-5,-7,0.0,0,-4,x,5,-2
CCc1noc(C)c1C(=O)Nc1cc(S(=O)(=O)N2CCOCC2)ccc1N1CCN(CC)CC1,-7,-9,0.2,6,10,3.6,x,0
C/C=C/Cn1c(Br)nc2c1c(=O)[nH]c(=O)n2C,-2,13,x,-2,65*,1.6,-17,-11
COC(=O)[C@H]1[C@H](CO)[C@H]2Cn3c(ccc(-c4ccccc4)c3=O)[C@H]2N1S(C)(=O)=O,5,1,-0.1,0,0,4.0,3,3
COc1cc(NC(=O)c2sc(C)nc2C)c(OC)cc1NC(=O)c1ccccc1,9,-16,0.0,-1,-12,-0.1,-8,-9
OCCC1CN(Cc2ccc(Oc3ncccn3)cc2)CCN1C1CCCCC1 (stereo not given),-11,-9,0.1,-2,1,-0.1,x,-4
COC(=O)[C@]12CCCCC=C1N(Cc1ccco1)C(=O)[C@H](CC(=O)NCc1cccc(C(F)(F)F)c1)C2,x,-15,-0.1,0,-2,-1.5,x,x
COc1ccc(CCC(=O)NC2CCCc3ccccc32)cc1OC (stereo not given),-1,-6,0.2,32*,-2,4.3,7,-5
CC(OC(=O)c1ccc(Cl)c(S(=O)(=O)N2CCOCC2)c1)C(=O)NC1CCCCC1C (stereo not given),2,2,-0.1,5,-45,-1.1,-12,x
O=C(CS(=O)(=O)c1cn(CC(=O)N2CCOCC2)c2ccccc12)Nc1ccccc1,-1,-7,-0.2,5,40*,-1.9,x,x
CO[C@@H]1CN(C)C(=O)c2ccc(NC(=O)C3CC3)cc2OC[C@H](C)N(CC2CCOCC2)C[C@@H]1C,-6,11,0.9,0,4,-1.1,1,-3
C[C@@H]1CCCCO[C@@H](CN(C)Cc2ccccc2)[C@@H](C)CN([C@H](C)CO)C(=O)c2cc(NS(=O)(=O)c3cn(C)cn3)ccc2O1,-23,-4,0.2,5,8,-1.2,7,-2
COc1ccc(-n2c(C)cc(C(=O)COC(=O)c3cc(OC)c(OC)cc3NC(=O)c3cccs3)c2C)cc1,x,-15,-0.1,0,4,0.4,x,x
Cn1cc(CN(CCCN2CCOCC2)C(=S)Nc2cccc(Cl)c2)c2ccccc21,x,-11,0.0,2,-15,1.0,1,x
CCC(C)[C@H](NC(=O)Nc1ccc2c(c1)OCCO2)C(=O)OC (stereo not given in full),2,-5,0.0,14,7,2.3,x,x
C[C@@H]1CN([C@H](C)CO)C(=O)c2cc(NC(=O)CCCN(C)C)ccc2O[C@@H](C)CCCCO[C@H]1CN(C)Cc1ccc2c(c1)OCO2,8,7,0.1,-1,5,1.6,-3,-3
CCOC(=O)c1sc(/S(C)=N\S(=O)(=O)c2cccc(Cl)c2)c2c1CCC=C2 (stereo not given),0,-21,0.0,3,-7,1.8,x,0

# Screens from PubChem BioAssay.
